# D1 antag – human D1 dopamine receptor antagonism; AID 504652; HEK293 TREx D1 cells, calcium flux, dopamine EC80; stronger effect = lower value; actives 3.2% (n = 360,000); activity change, negative = inhibition, % at 10 µM; in the data active = activity change below about -30%; note: % is set by controls: 0 for no effect and ±100 for the full control effect
# Target sequence (P21728 whole entry, looked up): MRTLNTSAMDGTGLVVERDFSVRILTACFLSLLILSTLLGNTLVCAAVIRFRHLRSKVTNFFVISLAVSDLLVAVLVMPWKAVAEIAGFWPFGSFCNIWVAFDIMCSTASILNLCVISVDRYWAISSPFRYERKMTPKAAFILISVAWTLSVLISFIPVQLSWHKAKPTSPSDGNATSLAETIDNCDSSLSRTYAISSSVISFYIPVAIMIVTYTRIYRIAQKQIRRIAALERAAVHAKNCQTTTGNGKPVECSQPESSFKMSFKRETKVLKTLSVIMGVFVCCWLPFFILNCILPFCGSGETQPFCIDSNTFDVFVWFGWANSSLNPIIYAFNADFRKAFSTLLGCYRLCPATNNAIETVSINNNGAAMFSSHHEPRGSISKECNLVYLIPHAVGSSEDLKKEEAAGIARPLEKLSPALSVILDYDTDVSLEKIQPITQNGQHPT
#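 Inducible Hek293 Trex D1 cells (tetracycline, overnight, 30 C). Calcium dye 30–90 min RT. Antagonist mode: EC80 dopamine added after 180 s compound read.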
# D1 ag – activates the human D1 dopamine receptor; P21728; HEK293 T-REx D1 cells, calcium flux, agonist mode; activation, % at 2 µM; actives 1% (n = 360,000); in the data active = activation above about 30%; note: 0% is about no effect
#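 Tetracycline-induced HEK293 TREx D1 cells, force-coupled to calcium signalling, were dye-loaded with a no-wash calcium kit. Compound was pin-added after a 10 s baseline. Fluorescence was read kinetically at 1 cycle/s for 180 s, with calcium rises flagged as agonism.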
# RXFP1 ag – agonists of human relaxin receptor RXFP1; Potency, µM (titrated, usually from 57.5 µM), without a hit: at the highest dose activation, most hits filed as activators; actives 0.3% (n = 370,000); HEK293T-RXFP1 cAMP TR-FRET, 30 min; response scale: percent of porcine relaxin response, buffer zero; Q9HBX9; note: potency is the fitted concentration of half-maximal effect; % is set by controls: 0 for no effect and ±100 for the full control effect; nearly all actives have a fitted effect of over 60% in size; many of its hits are not listed in these tables
#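 Agonist response is measured as cAMP accumulation in an RXFP1-transfected HEK293T line under PDE4 inhibition. Values are scaled between buffer-only and 29 nM porcine relaxin, and EC50s come from standard Hill equation fits.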
# Vif-A3F inh – inhibitors of Vif-A3F interaction | actives 0.2% (n = 390,000) | HeLa A3F-eYFP + Vif (tagged APOBEC3F with the HIV-1 protein that degrades it), YFP fluorescence increase | AID 602313 | Potency, µM (titrated, usually from 46.1 µM), inactives show top-dose activity, negative = active; note: potency is the fitted concentration of half-maximal effect; % of control where 0% means no effect; nearly all actives have a fitted effect of over 65% in size
#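 HeLa cells stably expressing A3F-eYFP plus Vif, plated and incubated overnight at 37 deg C, then exposed to compounds overnight at 37 deg C. Blocked degradation read as raised yellow fluorescence (Ex 488/Em 500-530).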
# Glioma ERSR ind – induces the endoplasmic reticulum stress response in human glioma cells; U87-MG GRP78 promoter luciferase reporter, 16 h; AID 602332; actives 0.02% (n = 420,000); Potency, µM, for the others: at the top dose activation, hits mostly activators; note: potency is the fitted concentration of half-maximal effect; series mostly up to about 76 µM; % of control where 0% means no effect; nearly all actives have a fitted effect of over 35% in size
#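 Stably transfected U87-MG glioma cells carrying a GRP78-based luciferase sensor; 16 h compound incubation. Luminescence end-point read 10 min after Bright-Glo addition at room temperature.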
# Vif-APOBEC3G blk – Vif-A3G binding inhibition | HeLa A3G-eYFP + Vif (tagged APOBEC3G with the HIV-1 protein that degrades it), YFP fluorescence, overnight | AID 602310 | Q9HC16 | Potency, µM (series often up to 46.1 µM), inactives show at the top dose activity, negative = active, usual class: inhibitors | actives 0.076% (n = 410,000);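 note: potency is the fitted concentration of half-maximal effect; % is set by controls: 0 for no effect and ±100 for the full control effect; nearly all actives have a fitted effect of over 60% in size; hits raise eYFP signal because A3G escapes Vif-driven loss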
#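 Read-out is eYFP fluorescence (Ex 488/Em 500-530) from Vif-expressing HeLa A3G-eYFP cells; more signal means A3G escaped Vif-mediated degradation. Cells plated overnight, compound pinned in, incubated overnight at 37 deg C.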
# RXFP1 antag – RXFP1 (human) relaxin receptor antagonism | HEK293-RXFP1, relaxin-stimulated cAMP HTRF, 30 min; stronger effect = lower value | activity change, negative = inhibition, % at 57.5 µM | actives 0.59% (n = 350,000);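 active = activity change of -60% or lower, but not beyond a set lower limit; inconclusive = change between -60% and -40%, or beyond the set limit; inactive = change above -40%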; note: % is set by controls: 0 for no effect and ±100 for the full control effect
# D2 PAM – positively modulates the human D2 dopamine receptor allosterically. actives 0.34% (n = 340,000). AID 485347. P14416. HEK293 T-REx D2, calcium flux, EC20 dopamine potentiation. potentiation, % at 10 µM;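 active = potentiation over 3 SD above the plate norm, cut at about 30% in these data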; note: 0% is about no effect
# Target sequence (P14416 whole entry, looked up): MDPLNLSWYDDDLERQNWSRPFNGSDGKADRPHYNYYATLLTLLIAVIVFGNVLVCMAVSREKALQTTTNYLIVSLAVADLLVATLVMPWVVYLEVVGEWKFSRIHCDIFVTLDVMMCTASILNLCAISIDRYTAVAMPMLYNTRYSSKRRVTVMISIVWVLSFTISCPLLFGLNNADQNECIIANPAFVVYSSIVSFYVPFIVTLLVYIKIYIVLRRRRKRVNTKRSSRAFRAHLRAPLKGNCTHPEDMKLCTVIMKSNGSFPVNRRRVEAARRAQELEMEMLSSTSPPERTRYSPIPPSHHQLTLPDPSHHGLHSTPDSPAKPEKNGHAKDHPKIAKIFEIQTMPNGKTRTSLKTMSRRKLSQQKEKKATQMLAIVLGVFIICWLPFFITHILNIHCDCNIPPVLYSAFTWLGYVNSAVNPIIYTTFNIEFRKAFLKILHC
#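 Tetracycline-induced HEK293 T-REx cells force-coupled to calcium signalling expressed D2; compounds were pin-added after a 10 s baseline, read kinetically 180 s, then an EC20 dopamine challenge followed with a further 180 s calcium read.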
# D1 potentiator – human D1 dopamine receptor positive modulation; P21728; HEK293 TREx D1 cells, calcium flux, dopamine EC20 potentiation; potentiation, % at 10 µM; actives 0.036% (n = 360,000); AID 504651; in the data active = potentiation above about 30%; note: 0% is about no effect
# The depositor's hits bear a star; ? = inconclusive; / = no result given; & = joins results of further samples. Unless noted, calls come from the whole dose curve; as a rule, active = well fitted curve in the direction sought with a large enough effect; inconclusive = small, poorly fitted or top-dose-only effect, or another doubt; inactive = no such curve, though single readings can be large; an effect the other way counts as inactive or inconclusive. Not all compounds are listed. The share of hits here may be higher or lower than overall.
# Codes: A = D1 antag; B = D1 ag; C = RXFP1 ag; D = Vif-A3F inh; E = Glioma ERSR ind; F = Vif-APOBEC3G blk; G = RXFP1 antag; H = D2 PAM; I = D1 potentiator
COc1ccc(C2c3ccc4ccccc4c3Oc3ncn(CCCO)c(=N)c32)cc1OC (configuration not stated)
  A: -26	B: 5	C: -1.6%	D: -9%	E: -7%	F: -22%	G: -2	H: /	I: -7
CCCCOc1ccccc1NC(=O)Cn1c(-c2cncs2)nc2ccccc21
  A: -3	B: 3	C: -2.7%	D: -3%	E: 2%	F: 2%	G: /	H: -3	I: -2
O=C(Nc1c2c(nn1-c1cccc(Cl)c1)CS(=O)(=O)C2)C1CC1
  A: 12	B: 1	C: 0.9%	D: 9%	E: -3%	F: 0%	G: 0	H: 1	I: -3
COc1ccc(C(=O)N2CCN(S(=O)(=O)c3ccc(Br)cc3)CC2)cc1
  A: -21	B: 25	C: 1.6%	D: 0%	E: -5%	F: -1%	G: -5	H: 4	I: /
O=C(NCCCNC(=O)c1ccccc1F)c1ccco1
  A: 6	B: 0	C: 1.3%	D: -2%	E: -2%	F: -4%	G: 0	H: 3	I: -5
Cc1ccc(C(=O)N/C(=C/c2cccnc2)C(=O)NCc2ccco2)cc1
  A: -1	B: 0	C: 0.3%	D: -6%	E: -6%	F: 1%	G: -6	H: -1	I: 2
COc1c(F)c(F)c(C(=O)O)c(Nc2ccccc2C)c1F
  A: -3	B: 1	C: -0.7%	D: -6%	E: -3%	F: 3%	G: 0	H: 2	I: 0
CCN(C(=O)COC(=O)/C(C#N)=C/c1cc(C)n(CCOC)c1C)c1c(N)n(Cc2ccccc2)c(=O)[nH]c1=O
  A: /	B: /	C: /	D: 11%	E: -2%	F: -7%	G: 0	H: /	I: /
O=C(NCc1ccco1)c1ccc(Br)c(S(=O)(=O)N2CCCCC2)c1
  A: -3	B: 3	C: 0.4%	D: -4%	E: -1%	F: 1%	G: 3	H: 5	I: -3
CC1CCc2nn(CC(=O)NC3CCCC(C)C3C)cc2C1 (configuration not stated)
  A: -16	B: -2	C: 2.6%	D: 2%	E: 0%	F: 0%	G: -4	H: /	I: 11
COc1ccc2c(COC(=O)c3n[nH]c4ccccc34)cc(=O)oc2c1
  A: 23	B: 3	C: 30%	D: -10%	E: -12%	F: -23%	G: -19	H: 12	I: 2
COc1ccc(C2/C=C\CN(C(=O)NC34CC5CC(CC(C5)C3)C4)CC(=O)N2Cc2ccc(F)cc2)cc1 (configuration not stated)
  A: 32	B: 8	C: 0.0%	D: 8%	E: -4%&-2%	F: 5%&-3%	G: /	H: -6	I: -2
CCOCCCNC(=O)Nc1cc(C(=O)NCc2ccc(C(C)C)cc2)ccc1N1CCCC1
  A: 1	B: 5	C: 2.1%	D: 1%	E: 1%	F: 0%	G: -10	H: 13	I: 0
O=C(Cn1c(=O)n(-c2ccccc2)c(=O)c2sccc21)NCc1ccccc1
  A: -3	B: 2	C: 7.4%	D: 7%	E: -5%	F: 2%	G: 3	H: /	I: -1
COc1ccccc1C(=O)NCc1ccc2c(c1)OCO2
  A: -5	B: 3	C: 3.2%	D: -7%	E: 0%	F: -1%	G: -11	H: -4	I: 1

# Further structures:
# Codes: A = D1 antag; B = D1 ag; C = RXFP1 ag; D = Vif-A3F inh; E = Glioma ERSR ind; F = Vif-APOBEC3G blk; G = RXFP1 antag; H = D2 PAM; I = D1 potentiator
O=C1CCC([N+](=O)[O-])C(c2cccc(Br)c2)N1 (configuration not stated)
  A: 8	B: 2	C: 0.3%	D: -14%	E: -5%	F: 0%	G: -2	H: 2	I: 6
COc1cccc(=O)c2c(C)n(-c3ccc(C(=O)O)cc3)c(C)c12
  A: 1	B: 11	C: 4.3%	D: 4%	E: -5%	F: -4%	G: -6	H: 8	I: -4
CC1=C(n2nnc([N+](=O)[O-])n2)C(c2cccnc2)C(C#N)=C(N)O1 (configuration not stated)
  A: 1	B: 1	C: 3.3%	D: 5%	E: -1%	F: 0%	G: 7	H: 6	I: -4
CCC(=O)Nc1ccnc(-c2cccnc2)n1
  A: -2	B: 4	C: -0.9%	D: -6%	E: -1%	F: 0%	G: 0	H: 0	I: -5
CC1CCCN(c2ccc(C(=O)OCn3nnc4ccccc4c3=O)cc2[N+](=O)[O-])C1 (configuration not stated)
  A: 2	B: 4	C: 2.0%	D: -6%	E: 0%	F: 0%	G: 0	H: 1	I: -10
CCOC(=O)c1cccc(NC(=O)c2cnn(-c3ccccc3)c2-n2cccc2)c1
  A: -3	B: 7	C: -1.9%	D: -5%	E: -3%	F: -5%	G: -4	H: 9	I: -3
C[C@@H]1CN([C@@H](C)CO)C(=O)CCCn2nncc2CO[C@H]1CN(C)Cc1ccccc1
  A: /	B: /	C: /	D: -1%	E: -1%	F: 1%	G: 0	H: /	I: /
CN(C[C@H](Cc1ccccc1)N(CCN(CCc1ccccc1)N=O)N=O)N=O
  A: 19	B: -5	C: -0.3%	D: -2%	E: -1%	F: -1%	G: /	H: 2	I: -4
COc1ccccc1C1SCCN1S(=O)(=O)c1cccc(C(F)(F)F)c1 (configuration not stated)
  A: 4	B: 8	C: 3.5%	D: -8%	E: 2%	F: -3%	G: 6	H: -2	I: -4
Cc1cccc(CN2CCN(c3ncccn3)CC2)c1
  A: -20	B: -2	C: -0.1%	D: -2%	E: -1%	F: -3%	G: 0	H: -30	I: -3
O=C(CCS(=O)(=O)c1ccccc1)Nc1ccccc1-c1nc2ccccc2s1
  A: 4	B: 4	C: 5.7%	D: -8%	E: -4%	F: 1%	G: 12	H: 3	I: -2
COC(C(=O)N1CCC(n2nccc2NC(=O)C2CC2)CC1)c1ccccc1 (configuration not stated)
  A: 6	B: 1	C: 0.9%	D: -2%	E: 3%	F: 5%	G: -8	H: -7	I: 1
O=C(/C=C/c1ccccc1)Nc1nc2n(n1)C(c1ccc(F)cc1)C=C(c1ccccc1)N2 (configuration not stated)
  A: 15	B: 0	C: -3.7%	D: -3%	E: -1%	F: -5%	G: 1	H: -2	I: -1
CCOc1ccc(CN(C(=O)c2cccs2)C2CCS(=O)(=O)C2)cc1 (configuration not stated)
  A: -43*	B: 2	C: 0.9%	D: 1%	E: -2%	F: -7%	G: 6	H: -10	I: -8
OC(c1ccc(Cl)cc1Cl)C(Cc1cccnc1)n1cncn1 (configuration not stated)
  A: -10	B: 6	C: 2.5%	D: -15%	E: -3%	F: -4%	G: 2	H: 10	I: -4

# Next compounds.
# Codes: A = D1 antag; B = D1 ag; C = RXFP1 ag; D = Vif-A3F inh; E = Glioma ERSR ind; F = Vif-APOBEC3G blk; G = RXFP1 antag; H = D2 PAM; I = D1 potentiator
O=C(CSc1nc(C(F)(F)F)cc(=O)[nH]1)N1CCCC1
  A: 8	B: 1	C: 0.2%	D: -10%	E: -2%	F: 1%	G: 0	H: -4	I: -3
CCOc1ccc(OCC)c(Nc2cc(C)nc3nc(-c4ccco4)nn23)c1
  A: 0	B: -1	C: 8.6%	D: 4%	E: -1%	F: 0%	G: /	H: -7	I: 0
CCN(C(=O)Cc1cccs1)c1nnc(-c2cccnc2)s1
  A: -9	B: 3	C: 2.3%	D: -4%	E: 2%	F: 1%	G: -3	H: 15	I: 6
O=C(NC(Cc1ccccc1)C(=O)O)c1ccccc1 (configuration not stated)
  A: 6	B: 1	C: 0.2%	D: 7%	E: -4%	F: -3%	G: 5	H: 15	I: 5
O=C(CN1CCc2[nH]c3ccccc3c2C1)N1CCCCC1
  A: 9	B: 7	C: 2.5%	D: -10%	E: -3%	F: -1%	G: -9	H: -12	I: -5
COc1ccc(CCN2CC(C(=O)OC(C)C(=O)Nc3cccc(Cl)c3)CC2=O)cc1OC (configuration not stated)
  A: 9	B: 0	C: 0.3%	D: -14%	E: -1%	F: 4%	G: -1	H: -7	I: -1
Cc1cccc(C(=O)NC(NC(=S)Nc2ccc(S(N)(=O)=O)cc2)C(Cl)(Cl)Cl)c1 (configuration not stated)
  A: -9	B: 8	C: 1.1%	D: 1%	E: -4%	F: -5%	G: -16	H: -2	I: 0
O=c1cc(-c2ccco2)oc2ccc(Cl)cc12
  A: -5	B: 1	C: 1.3%	D: 0%	E: 2%	F: 1%	G: /	H: 8	I: -3
Cc1nn2c(=O)cc(COC(=O)c3ccccc3NC(=O)C(C)Oc3ccccc3)nc2s1 (configuration not stated)
  A: -18	B: -1	C: 15%	D: -17%	E: -2%	F: 3%	G: 1	H: 6	I: -1
O=C(c1cnccn1)N1CCN(S(=O)(=O)c2ccc3ccccc3c2)CC1
  A: -17	B: 3	C: 0.4%	D: 2%	E: -3%	F: 3%	G: -11	H: 10	I: -2
CCC1CCc2nc3sc(C(=O)Nc4cccc(C(F)(F)F)c4)c(N)c3cc2C1 (configuration not stated)
  A: 6	B: 2	C: -1.2%	D: ?	E: -1%	F: 0%	G: /	H: 8	I: -1
CCn1cc(C2CC(=O)NC2=O)c2ccccc21 (configuration not stated)
  A: -10	B: 0	C: 2.2%	D: 2%	E: -4%	F: -5%	G: 12	H: 25	I: -8
Cc1cc(C(=O)OCC(=O)NC2CC2)ccc1[N+](=O)[O-]
  A: 14	B: 13	C: 0.5%	D: 7%	E: -2%	F: 1%	G: 15	H: 6	I: /
C(=N\N(c1ccccc1)c1ccccc1)/c1ccc2c(c1)OCO2
  A: /	B: /	C: -1.3%	D: -6%	E: 0%	F: 0%	G: -14	H: /	I: /
COc1ccc(CCC(C)Nc2cccc(C)c2)cc1 (configuration not stated)
  A: -8	B: 2	C: -0.4%	D: -15%	E: -5%	F: 0%	G: -11	H: 5	I: 2
Brc1ccc(-c2nnc(-c3ccccc3)o2)o1
  A: 4	B: 0	C: 3.8%	D: -6%	E: 8%	F: 2%	G: 3	H: -10	I: -4
Cc1cc(N)nc(C)c1C#N
  A: 2	B: 3	C: 4.4%	D: 2%	E: -6%	F: 0%	G: 4	H: 12	I: -4
O=S(=O)(NCc1ccccc1)c1ccc(S(=O)(=O)N(Cc2cccs2)CC2CCCO2)cc1 (configuration not stated)
  A: 15	B: 5	C: 1.5%	D: -9%	E: -4%	F: -2%	G: 3	H: -2	I: 2

# Bioassay records as filed in PubChem.
